HIF-2a block = HIF-2a inhibition; hit rate 0.72% among 360,000; 786-0 RCC cells HIF-2a reporter, luciferase luminescence, overnight; inhibition, % at 18.8 µM;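 active = inhibition of the luminescence signal of 40% or more relative to plate controls, in a single-dose primary screen at 18.75 µM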
NR2E3 ag-1 = NR2E3 (human) agonism. Q9Y5X4. GST-NR2E3/biotin-RetCOR TR-FRET, 1536-well. inhibition of corepressor binding, % at 4.78 µM. hit rate 0.12% among 320,000. AID 2300;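 active = percent inhibition above the cutoff of mean plus 3 SD of all tested compounds, set per screening campaign, cut at about 20% in these data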;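 also: 0% = DMSO wells and 100% = biotin wells as full block of FRET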
Target sequence (Q9Y5X4 whole entry, looked up): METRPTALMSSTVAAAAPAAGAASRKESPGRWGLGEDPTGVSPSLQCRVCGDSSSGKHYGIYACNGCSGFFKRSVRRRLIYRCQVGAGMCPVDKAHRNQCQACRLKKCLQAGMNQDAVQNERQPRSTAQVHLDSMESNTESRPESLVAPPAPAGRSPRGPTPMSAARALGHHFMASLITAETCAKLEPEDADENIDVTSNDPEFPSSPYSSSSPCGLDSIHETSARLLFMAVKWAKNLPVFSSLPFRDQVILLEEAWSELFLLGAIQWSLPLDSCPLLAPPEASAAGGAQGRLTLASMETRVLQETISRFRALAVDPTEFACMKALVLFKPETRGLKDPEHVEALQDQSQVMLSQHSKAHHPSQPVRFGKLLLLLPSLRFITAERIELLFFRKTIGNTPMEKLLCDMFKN
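system = GST-tagged NR2E3 plus biotinylated RetCOR corepressor | input = 1.35 nM GST-NR2E3 | also added = 7 nM biotin-RetCOR | schedule = 5 h incubation at 4 °C | measured by = TR-FRET with europium anti-GST and streptavidin-D2, 340 nm excitation | read-out = percent loss of FRET ratio relative to control wells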
MITF TRPM1 inh = MITF TRPM1 promoter inhibition in SK-MEL-5 cells. AID 488899. SK-MEL-5 TRPM1 promoter luciferase, 24 h. hit rate 0.83% among 330,000. inhibition, % at 12.5 µM;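 active = mean inhibition across replicates of 60% or more, whatever share of single replicates reaches that level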; also: values of inactives mirror those of a sister screen read the other way
iPSC survival up = enhancers of human iPSC single-cell survival; survival enhancement, % at 20 µM; AID 602274; hiPSC single-cell survival, ATPlite luminescence; 100% = ROCK inhibitor wells, 0% = DMSO; hit rate 0.044% among 360,000; in the data active = survival enhancement above about 18%;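 also: cells exposed to compounds for 16 hours before the ATP read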
aDG glyco up = alpha-DG glycosylation activation | activation, % at 10 µM | hit rate 0.22% among 360,000 | Pro5-aDG cells, alpha-DG glycosylation AlphaScreen (IIH6); 0% Pro5, 100% B10-LARGE cell signal;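 active = activation of at least 8% versus controls, or a plate z-score of at least 8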;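 also: Pro5 are CHO cells carrying HIG-tagged alpha-DG that lacks glycosylation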
Shn3 inh set2 = inhibitors of Schnurri-3 3'UTR reporter in osteoblasts; Clone20 osteoblast Shn3 3'UTR firefly luciferase, 24 h; inhibition, % at 12.5 µM; hit rate 0.52% among 360,000;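 active = mean inhibition of at least 75% with every replicate also reaching 75%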;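 also: 0% = median of neutral control wells and 100% = pilot-screen positive control compound; some compounds past the cut are filed as inactive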
KKLEB cytotox = reduces viability of KKLEB cystic fibrosis airway cells; activity change (cytotoxicity), % at 5 µM; AID 602141; KKLEB CF airway cells viability, ATPlite luminescence, overnight; hits give low values; cells stimulated with P. aeruginosa culture filtrate; hit rate 0.36% among 360,000;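 active = corrected activity change at or below -50% at 5 µM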
TWEAK-Fn14 inh = inhibitors of TWEAK-Fn14 interaction signaling; TWEAK-stimulated Fn14 reporter cells, luciferase luminescence, 8 h; inhibition, % at 10 µM; hit rate 2% among 360,000; AID 1159606; in the data active = inhibition above about 50%
CF NFkB block = cystic fibrosis NF-kB activation inhibition; KKLEB NF-kB-GFP reporter, PAF-induced, GFP fluorescence overnight; inhibition, % at 5 µM; hit rate 0.86% among 360,000; AID 588850;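 active = at least 50% inhibition at 5 µM, scaled per plate between neutral and stimulator controls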;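 also: PAF is a Pseudomonas aeruginosa culture filtrate used as stimulus; plate controls were PAF-stimulated DMSO wells for no effect and unstimulated DMSO wells for full effect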
Peg3 promoter = inhibitors of Peg3 promoter. AID 588405. HeLa PEG-Prom luciferase reporter, luminescence, overnight. hit rate 1.7% among 360,000. inhibition, % at 20 µM;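 active = inhibition of at least 50% at 20 µM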
NR2E3 ag-2 = agonists of human NR2E3 nuclear receptor. AID 602229. inhibition of corepressor binding, % at 3.98 µM. hit rate 0.35% among 360,000. CHO-S Gal4-NCOR/VP16-NR2E3 two-hybrid, luciferase;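 active = inhibition above the mean of all tested compounds plus 3 SD, cut at about 70% in these data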;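 also: 0% = DMSO with NR2E3 transfected cells and 100% = cells lacking NR2E3 construct; higher means lower luciferase signal from less NR2E3 corepressor binding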
* marks the source's active call; other numbers are inactive results; . = not tested or not shown. Not a hit list, and some 4.4% of all compounds hit somewhere here.

SMILES	HIF-2a block	NR2E3 ag-1	MITF TRPM1 inh	iPSC survival up	aDG glyco up	Shn3 inh set2	KKLEB cytotox	TWEAK-Fn14 inh	CF NFkB block	Peg3 promoter	NR2E3 ag-2
O=Cc1ccc(Oc2cc(-c3ccccc3)nc(-c3ccccc3)n2)cc1	-24	7	-9	-0.6	-0.3	-6	15	-4	-34	21	-15
CC(NC(=O)COC(=O)/C=C/c1ccc([N+](=O)[O-])cc1)c1ccccc1 (stereo not drawn)	10	0	-4	3.5	-0.1	17	5	-12	-19	-4	17
CS(=O)(=O)N(CC(=O)NCc1ccncc1)Cc1ccc(Cl)cc1	18	.	1	-4.2	0.1	5	8	-2	-16	7	17
CCCc1c(C)nc2scc(-c3ccc(Cl)cc3)n2c1=O	14	.	.	-0.2	0.2	-14	-20	6	2	-3	1
COc1ccc(-n2nc(C(N)=O)nc2-c2ccccc2)cc1	24	3	5	-0.4	0.1	-10	8	13	-8	4	-11
Cc1cccc2[nH]c(CN(C)Cc3nc(CC4CC4)no3)nc12	3	0	1	1.2	-0.1	1	22	-8	-8	11	15
O=C(Nc1ccc(-c2ccc3nncn3n2)cc1)C1CCCC1	-121	1	-46	-0.4	-0.1	-18	-20	-40	-2	-81	-46
Cc1ccccc1C(=O)N1CCN(c2ccccn2)CC1	3	0	-7	6.0	-0.1	4	0	3	4	12	-8
Cc1ccccc1-c1ccc(=O)n(CC(=O)Nc2ccc(-n3cnnn3)cc2)n1	8	-1	15	-0.3	0.0	6	-6	11	4	8	7
Cc1ccc(NC(=O)c2ccc(=O)[nH]c2)cc1S(=O)(=O)N1CCCCC1	21	3	3	0.3	1.0	-16	0	12	3	11	-2
COc1ccc2nc(SCC(=O)NCc3ccc(S(N)(=O)=O)cc3)[nH]c2c1	12	-4	-8	-0.1	0.0	2	-7	3	-28	14	7
CCN1C(=O)Nc2cccc3cccc1c23	-82	-5	10	-0.6	0.0	.	-2	31	-105	50	-72
COC(=O)CSc1nnc(-c2ccncc2)o1	-1	3	12	-0.7	-0.2	-26	22	20	-3	-1	-23
Cc1cccc(NC2=NCC(=O)N2CCc2ccccc2)c1	-8	2	2	3.0	0.1	5	1	5	2	-6	-2
CC1=C(C(=O)OC2CCCCC2)C(c2ccc(O)cc2)NC(=O)N1 (stereo not drawn)	15	3	-3	0.3	0.0	6	-5	-7	1	18	-32
O=C(NC(=S)Nc1ccc2c(c1)OCO2)c1ccccc1	-290	1	-70	-1.8	-0.1	-110	9	16	-7	-345	-160
O=C(Nc1cccc2cccnc12)c1ccc2sc([C@@H]3O[C@H](CO)[C@H](O)[C@H](O)[C@H]3O)nc2c1	-46	.	.	1.1	-0.2	-13	14	1	-28	-37	2
COc1cccc(-c2cc(C(=O)Nc3ccn(Cc4ccc(C)cc4)n3)no2)c1	-66	2	-7	-0.1	0.1	8	-12	19	-16	-16	4
CCOC(=O)C1CCN(C(C(=O)NC2CCCCC2)c2ccc(OC)cc2)CC1 (stereo not drawn)	-1	1	-3	0.9	0.0	-10	-2	4	7	8	-17
Clc1cccc(Cc2c(-c3ccccc3)nc3ccc(Br)cn23)c1	-196	.	.	-1.2	-0.1	-27	12	-34	-14	-124	-32
CC(SCc1ccccc1)C(=O)Nc1ccccc1-c1ccccc1 (stereo not drawn)	14	-1	8	-1.6	0.0	3	6	-14	-2	8	33
CC1(C)CC(O)CC(C)(C)N1CC(O)COCCOc1ccc(Br)cc1 (stereo not drawn)	9	3	6	-1.6	0.1	-3	3	5	-3	-1	-3
CSc1nnc2c(n1)OC(c1ccc(C(=O)O)cc1)N(C(C)=O)c1ccccc1-2 (stereo not drawn)	-13	0	-2	0.8	0.0	6	2	-7	12	-2	-6
Cc1cc(C(=O)OCC(=O)N(C)c2ccccc2)c(C)o1	-1	.	-14	-0.2	0.1	-18	12	3	4	-2	-6
CC1(C(=O)NS(=O)(=O)c2cccc(OC(F)F)c2)CCN1C(=O)c1ccccc1 (stereo not drawn)	3	.	.	1.9	-0.3	20	0	10	4	-2	-18
CC(C)Oc1ccc(CCNC(=O)CC2C(=O)NCCN2C)cc1 (stereo not drawn)	7	1	-5	0.5	-0.3	-25	-9	11	-11	1	8
COc1ccccc1NS(=O)(=O)c1cc(NC(=O)CNC(=O)c2ccc(C)s2)ccc1Cl	-29	-1	3	-1.8	0.0	13	13	-28	-13	3	-28
CCC(NC(=O)c1cncc(Br)c1)c1ccccc1 (stereo not drawn)	14	2	6	-0.1	-0.1	3	-5	-3	8	16	-9
COc1cc(OC)nc(Oc2ccccc2C=O)n1	17	.	13	-0.5	-0.2	-3	-4	33	0	22	10
COc1ccc(-c2sc3ccc(OC)cc3c2C#Cc2ccccn2)cc1	-100	5	-11	3.8	-0.5	-3	-32	-19	24	-17	0
O=C(NCCCc1nc2ccccc2[nH]1)c1ccc(F)cc1	17	0	4	0.4	-0.3	12	-5	-2	-1	8	13
COc1ccc(CCNC(=O)CCn2c(=O)oc3ccccc32)cc1	7	2	.	0.4	-0.3	-4	8	-2	16	7	-10
CC(=O)Nn1c(C)nnc1-n1nc(C)cc1C	7	-1	12	1.3	-0.1	3	-12	16	13	0	-21
Cc1nc([N+](=O)[O-])cn1CC(O)c1ccc(F)cc1 (stereo not drawn)	16	1	5	-0.5	-0.1	.	-2	10	4	-17	-3
CCCCNc1ccccc1C(=O)OCC(=O)Nc1ccc(S(N)(=O)=O)cc1	37	-2	-1	0.3	0.6	2	5	-3	5	6	-19
CC1CCC(NC(=O)CN2CCCN(Cc3ccc(F)cc3Cl)C2=O)CC1 (stereo not drawn)	18	2	12	-2.0	0.2	24	2	-9	8	20	18
O=C(Nc1ccc2c(c1)OCCO2)c1c[nH]c(=O)n(-c2ccc(F)c(Cl)c2)c1=O	17	-1	5	-0.3	0.5	-32	-11	11	12	28	-13
CCN(CC)S(=O)(=O)c1ccc(NC(=O)C(C)N(c2ccc(OC)cc2)S(C)(=O)=O)cc1 (stereo not drawn)	-14	0	5	2.5	-0.2	26	11	7	-1	9	3
Clc1nc2sccn2c1/C=N/n1cnc2ccccc21	-170	1	-14	3.1	0.1	-45	-11	-36	-44	-93	-22
O=C(Nc1ccc(N2CCN(Cc3ccccc3)CC2)cc1)c1ccccc1[N+](=O)[O-]	15	0	-26	1.6	-0.1	9	-7	-6	18	13	-13
O=C1CN(CC(=O)N2CCCCC2)c2ccccc2O1	-35	-3	15	-0.6	2.6	-1	1	-15	2	-26	-47
CCN(C(=O)c1cc2cccc(OC)c2oc1=O)C1CCCCC1	6	0	-11	0.3	0.0	2	0	-8	-3	1	-11
COc1ccccc1OCC(=O)NCCSCc1ccc(Cl)cc1	7	0	-11	-0.2	0.1	1	-5	-20	0	77*	-13
O=C(NC(=S)Nc1ccccc1N1CCOCC1)c1sc2ccccc2c1Cl	-9	3	-14	3.9	0.2	-6	-22	-1	39	-6	-13
COc1ccccc1NC(=O)COc1ccc(/C=N/NS(=O)(=O)c2ccc(C)cc2)cc1	-2	1	6	0.2	0.0	-10	-18	-1	-1	1	-11
COc1ccc(C(=O)c2c(-c3cccc(C)c3)oc3ccc(N4CCOCC4)cc23)cn1	-40	1	5	1.0	0.5	5	-6	22	4	11	3
O=C(CSc1cn(CC(=O)N2CCCC2)c2ccccc12)NCC1CCCO1 (stereo not drawn)	21	-6	5	0.0	0.2	9	-10	5	-19	10	-13
